JMJD2C inh = inhibitors of GASC-1 histone demethylase, primary screen, biochemical, fluorescence, DELFIA europium; Lysine-specific demethylase 4C (Homo sapiens), Q9H3R0; GST-JMJD2C(1-420) H3K9me3 demethylation; inhibition, % at 2.35 µM; actives 0.069% (n = 330,000);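 active = more than half of a compound's replicate wells show inhibition beyond 50%, single wells judged on their own value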;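 also: signal counts dimethyl H3K9 product captured on neutravidin plate; 0% = median of DMSO wells and 100% = 0.3 times that DMSO median; strong numbers were not always called active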
Target sequence (Q9H3R0 1-420 limits assumed): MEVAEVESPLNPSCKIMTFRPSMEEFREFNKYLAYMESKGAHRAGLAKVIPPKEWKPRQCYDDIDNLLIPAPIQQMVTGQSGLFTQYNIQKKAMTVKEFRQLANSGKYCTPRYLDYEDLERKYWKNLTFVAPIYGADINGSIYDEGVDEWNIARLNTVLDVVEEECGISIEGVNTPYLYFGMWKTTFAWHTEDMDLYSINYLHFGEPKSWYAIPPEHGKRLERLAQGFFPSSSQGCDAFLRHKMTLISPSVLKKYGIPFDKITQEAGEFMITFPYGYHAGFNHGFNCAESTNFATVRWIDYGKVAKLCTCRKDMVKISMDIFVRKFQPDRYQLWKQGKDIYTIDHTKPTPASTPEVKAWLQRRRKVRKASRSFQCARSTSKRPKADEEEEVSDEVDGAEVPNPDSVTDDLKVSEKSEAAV
CR mimetic SO = reduction of superoxide in aged yeast, primary screen, HTS; S. cerevisiae aged cells, superoxide DHE fluorescence; active compounds read low; superoxide response (% of plate mean), % at 10 µM; actives 0.18% (n = 330,000); AID 2690, 2010;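 active = superoxide response under a set limit, about three screen SD below normal, cut at about 65% in these data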;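 also: yeast aged for seven days with compound at 30 °C before DHE staining; 100% = average MFI of all compound-treated wells on the plate with controls excluded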
LAP4 TOR yeast = modulators of LAP4-GFP expression in yeast, primary screen, S. cerevisiae, multiplex flow cytometry, MLPCN library; actives 0.34% (n = 320,000); GFP response vs DMSO, % at 10 µM; 3 h; median GFP as percent of DMSO wells; AID 2023, 2009;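 active = GFP response vs DMSO above a set limit, about the screen mean plus 3 SD, cut at about 150% in these data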
procasp3 activ = activators of human procaspase-3 D3A mutant, primary screen, biochemical, absorbance, PC-3 D3A mutant, single concentration; Caspase-3 (Homo sapiens), P42574; recombinant procaspase-3 D3A, Ac-DEVD-pNA absorbance 405 nm; activation, % at 8.5 µM; actives 0.11% (n = 330,000); AID 463141, 2010;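 active = activation above the mean of all tested compounds plus 3 SD, cut at about 21% in these data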;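 also: 0% = DMSO alone and 100% = DMSO wells spiked with extra 5 µM PC-3 D3A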
Target sequence (P42574 whole entry D9A/D28A/D175A): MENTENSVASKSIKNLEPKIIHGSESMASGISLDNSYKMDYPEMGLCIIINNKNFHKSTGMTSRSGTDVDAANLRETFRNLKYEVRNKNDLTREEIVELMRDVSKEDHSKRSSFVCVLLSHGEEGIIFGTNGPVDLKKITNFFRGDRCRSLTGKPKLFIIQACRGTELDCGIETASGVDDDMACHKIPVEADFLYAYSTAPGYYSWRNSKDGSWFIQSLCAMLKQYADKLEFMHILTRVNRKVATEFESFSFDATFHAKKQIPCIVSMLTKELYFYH
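Technique: 405 nm absorbance of p-nitroaniline, reads at 0 and 120 min; Test system: Procaspase-3 D3A mutant; Incubation: 1 h enzyme-compound preincubation, then 2 h substrate reaction, 25 °C; Repeats: singlicate, each compound tested once; Benchmarks: low control DMSO wells, high control DMSO plus 5 µM PC-3 D3A.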
AHR activator = AHR activators, primary screen, cell-based, luminescence, luciferase reporter, human. AHR-responsive luciferase reporter cells. Aryl hydrocarbon receptor (Homo sapiens), P35869. activation, % at 5 µM. actives 2.5% (n = 320,000); in the data active = activation above about 47%;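 also: 0% = vehicle wells and 100% = reference agonist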
MEP2-GFP yeast = modulators of MEP2-GFP levels in yeast, primary screen, S. cerevisiae, multiplex flow cytometry, MLPCN library. S. cerevisiae MEP2-GFP strain, 3 h; 100% = DMSO control level. GFP response vs DMSO, % at 10 µM. actives 0.51% (n = 330,000). AID 2016, 2009;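 active = GFP response versus DMSO above a set limit, roughly screen mean plus 3 SD, cut at about 180% in these data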;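 also: median GFP fluorescence of the barcode-gated MEP2-GFP cells per well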
RPL19A TOR yeast = RPL19A-GFP expression modulators in yeast, primary screen, cell-based, S. cerevisiae, multiplex flow cytometry, MLPCN; S. cerevisiae RPL19A-GFP strain, 3 h; active compounds read low; percent response vs DMSO, % at 10 µM; actives 0.3% (n = 330,000); AID 2025, 2009;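 active = percent response vs DMSO below 50%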;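 also: median channel GFP fluorescence of the barcoded RPL19A-GFP strain; ratio of sample median GFP to plate DMSO average so 100% = DMSO; lower means less RPL19A-GFP as with rapamycin TOR inhibition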
procasp7 counter = procaspase-7 activators, primary screen, counter-screen for procaspase-3 activator project, biochemical, absorbance, HTS, human | Caspase-7 (Homo sapiens), P55210 | recombinant procaspase-7, Ac-DEVD-pNA absorbance 405 nm; D23A/D198A/D206A triple mutant, cannot self-cleave; scale: DMSO 0, 5 µM enzyme 100 | activation, % at 8.5 µM | actives 0.093% (n = 330,000) | AID 463210, 2010;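 active = percent activation above the screen-wide mean plus 3 SD, cut at about 25% in these data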
Target sequence (P55210 whole entry D23A/D198A/D206A): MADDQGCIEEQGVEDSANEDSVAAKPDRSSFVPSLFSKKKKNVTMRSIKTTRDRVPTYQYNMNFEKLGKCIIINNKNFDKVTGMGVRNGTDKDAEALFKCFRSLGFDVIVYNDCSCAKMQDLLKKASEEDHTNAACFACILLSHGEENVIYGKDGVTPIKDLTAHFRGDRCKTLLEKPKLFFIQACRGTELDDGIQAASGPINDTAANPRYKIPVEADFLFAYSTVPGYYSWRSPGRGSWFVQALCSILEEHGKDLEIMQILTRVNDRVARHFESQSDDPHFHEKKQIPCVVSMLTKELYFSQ
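Test system: Procaspase-7 triple mutant (PC-7 D3A). Also added: Ac-DEVD-pNA substrate, 400 µM as added. Schedule: 1 h enzyme–compound preincubation and 2 h substrate reaction, both 25 °C. Signal: p-Nitroaniline absorbance at 405 nm, read at 0 and 120 min. Control set: low DMSO alone, high DMSO plus 5 µM PC-7.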
Active calls of the source: *; / = not tested or not shown; [ ] = another dose, or the depositor's remark.

structure	MEP2-GFP yeast	procasp3 activ	RPL19A TOR yeast	procasp7 counter	LAP4 TOR yeast	AHR activator	JMJD2C inh	CR mimetic SO
CCCCN1C(=O)c2ccc(C(=O)Nc3ccccc3N3CCOCC3)cc2C1=O	107	2	98	-5	103	4	-48	110
O=C(NCC(c1ccco1)N1CCCCC1)c1cnc(Cl)c(Cl)c1 (stereo not given)	96	8	100	-9	84	21	2	80
COc1ccccc1N1CCN(C(=O)CCCCn2c(=O)[nH]c3ccsc3c2=O)CC1	103	1	90	-3	104	18	/	87
CC1CCCN(C(=O)C(C)Sc2nc(-c3ccccc3)cc(C(F)(F)F)n2)C1 (stereo not given)	97	4	99	-9	102	-1	3	95
COC(=O)c1cc(S(=O)(=O)NCc2cc(OC)c(OC)c(OC)c2)cn1C	96	8	99	7	88	0	2	122
c1ccc(Cc2noc(CN3CCCC(CN4CCOCC4)C3)n2)cc1 (stereo not given)	100	8	99	16	94	3	-3	94
CC1CCC(NC(=O)C2CCN(c3nc4ccccc4s3)CC2)CC1 (stereo not given)	104	2	95	4	101	-1	9	94
CCOC(=O)c1sc(NC(=O)c2ccco2)nc1C	114	-4	102	6	99	10	-3	90
O=c1[nH]c(SCc2cccc([N+](=O)[O-])c2)nc2[nH]ncc12	104	14	99	1	86	13	-16	92
CC(C)N1CCC(N2CCN(Cc3ccc(Oc4ncccn4)cc3)CC2CCO)CC1 (stereo not given)	97	2	97	7	104	-1	1	89
O=C1CCCC2=C1C(c1cccc(O)c1)C1=C(N2)c2ccccc2C1=O (stereo not given)	107	7	107	-3	100	0	-2	75
Cc1nn(CC(=O)NCc2ccccc2)c(=O)c2ccccc12	96	-1	97	8	101	0	127	116

The last 3 compounds of the section above come first, to join the parts:
structure	MEP2-GFP yeast	procasp3 activ	RPL19A TOR yeast	procasp7 counter	LAP4 TOR yeast	AHR activator	JMJD2C inh	CR mimetic SO
CC(C)N1CCC(N2CCN(Cc3ccc(Oc4ncccn4)cc3)CC2CCO)CC1 (stereo not given)	97	2	97	7	104	-1	1	89
O=C1CCCC2=C1C(c1cccc(O)c1)C1=C(N2)c2ccccc2C1=O (stereo not given)	107	7	107	-3	100	0	-2	75
Cc1nn(CC(=O)NCc2ccccc2)c(=O)c2ccccc12	96	-1	97	8	101	0	127	116
CCN(C(=O)c1cc(S(=O)(=O)N2CCCC2)ccc1C)C1CCS(=O)(=O)C1 (stereo not given)	98	6	100	-10	103	0	-2	111
CC(C)=NN1C(c2nonc2N)=NOC1(C)C	106	4	98	9	104	-1	-2	105
CN(Cc1ccccc1)C(=O)c1cccc(NC(=O)Cc2cccc([N+](=O)[O-])c2)c1	95	3	97	-6	95	-4	-1	104
CCOC(=O)[C@H]1[C@H]2COc3ccc(Cl)cc3[C@@H]2N2C(=O)c3cc(F)ccc3NC(=O)[C@@]12C	/	1	/	5	/	-1	-4	/
COc1ccc(NC(=O)C2CC(=O)N(C(C)C)C2)cc1 (stereo not given)	103	-4	102	-1	99	4	-33	107
CCn1cc(C(=O)NP(=O)(Nc2ccc(C)cc2)Nc2ccc(C)cc2)c2ccccc21	102	2	108	1	91	3	-3	103
CC1CCCc2sc3ncn(N)c(=N)c3c21 (stereo not given)	109	-28	99	-12	99	6	5	91
O=C1CSC(c2ccc3c(c2)OCO3)N1c1ccc(Oc2ccccc2)cc1 (stereo not given)	100	-6	101	5	97	4	-4	107
COc1ccc(CCc2nnc(CCC(=O)N(C)Cc3ccnc4ccccc34)o2)cc1	103	7	106	4	95	0	11	88
COc1ccc(-c2nc3ccccc3c(=O)o2)cc1OC	101	1	101	-6	107	5	1	110
CSc1c(CC(=O)Nc2ccccc2)n(C)c2ccccc12	112	6	106	-1	99	58*	2	90
O=C(COC(=O)c1nc(Cl)ccc1Cl)NNC(=O)c1ccccc1	105	4	106	7	105	0	-5	102

Next records follow:
structure	MEP2-GFP yeast	procasp3 activ	RPL19A TOR yeast	procasp7 counter	LAP4 TOR yeast	AHR activator	JMJD2C inh	CR mimetic SO
O=C(COC(=O)c1cccc(F)c1)NC1CC1	93	-1	97	10	98	-2	0	100
COc1ccc(CN2CC(C(=O)NCCCN3CCN(C)CC3)CC2=O)cc1 (stereo not given)	102	-3	100	6	96	-1	-3	104
Cc1ccc(NC(=O)Nc2ccc3c(c2)nc(C)n3C)cc1	101	-5	106	-2	93	-5	5	100
CC(=O)NS(=O)(=O)c1ccc(NC(=O)C2C3C=CC(C3)C2C(=O)O)cc1 (stereo not given)	98	0	100	-4	102	0	2	106
C/C=C/C=C/C(=O)N1CC[C@]23c4ccccc4N[C@H]4N(C)c5cccc6c5[C@]42CCN([C@H]6C2OC2(C)C)[C@H]13 (stereo not given in full)	91	0	94	-5	95	-1	-7	93
O=C(O)COc1ccc(-c2nccc(-c3cccs3)n2)cc1	97	7	103	10	101	-17	3	102
Cc1cc(N2CCCCC2)n2ncc(-c3ccccc3)c2n1	96	-10	102	2	105	42	-9	100
COCCCn1c2nc3ccccc3nc2c2c(=O)n(Cc3ccc(Cl)cc3)cnc21	106	4	101	-8	100	-4	-5	88
O=C(Nc1cccc(Cl)c1)Nc1cccc(C(=O)O)c1	91	3	94	-3	100	-5	-41	87
Cc1ccc(-c2ccc(=O)[nH]n2)cc1	94	7	94	12	92	0	6	88
Cc1nc2cc(C(=O)OCC(=O)NC3CCS(=O)(=O)C3)ccc2n1-c1ccccc1 (stereo not given)	112	5	98	2	104	2	-3	95
Cc1ccc(C(=O)Nc2ccc(S(=O)(=O)N3CCOCC3)cc2)cc1Br	111	1	98	0	121	-5	59	94

Additional results.
structure	MEP2-GFP yeast	procasp3 activ	RPL19A TOR yeast	procasp7 counter	LAP4 TOR yeast	AHR activator	JMJD2C inh	CR mimetic SO
CSc1ccc(S(=O)(=O)NCCCOC(C)C)cc1	88	0	90	13	95	0	0	108
c1ccc(CCNCC2COc3ccccc3O2)cc1 (stereo not given)	107	5	105	2	92	3	8	100
CCc1[nH]nc(C(=O)N2CCCC(CCC(=O)N3CCN(c4ccccn4)CC3)C2)c1C (stereo not given)	97	-5	96	5	97	0	-14	104
O=C(Cc1ccccc1[N+](=O)[O-])NCCSCc1c(F)cccc1Cl	102	-1	95	4	99	8	5	102
COc1ccc(CC(NC(C)=O)C(=O)NC2CCN(C(=O)Nc3ccc(Cl)cc3)CC2)cc1OC (stereo not given)	94	1	92	6	90	5	-11	101
OC(c1ccc(Cl)cc1)c1nnc(-c2ccccc2)o1 (stereo not given)	90	-2	92	1	84	-2	-11	93
COc1cc(C(O)CO)ccc1O (stereo not given)	95	5	94	0	118	-4	/	101
Cc1cc(C)c(C)c(S(=O)(=O)N2CCN(CC(=O)c3c(N)n(Cc4ccccc4)c(=O)n(C)c3=O)CC2)c1C	102	1	98	-1	105	1	-5	106
COc1ccccc1-c1cc(SC)c(C#N)c(=O)o1	105	-8	100	-4	92	43	5	95
COc1ccc(C(=O)OCC(=O)c2ccc[nH]2)c(OC)c1	95	6	96	-9	98	1	0	103
CN(C)/C=C(\C(=O)c1ccc(F)cc1F)c1nnnn1-c1ccccc1	103	3	105	3	95	0	-9	75
O=C(CCNS(=O)(=O)c1ccccc1)N1CCC(Cc2ccccc2)CC1	101	-6	102	0	95	-2	-1	116

Other results.
structure	MEP2-GFP yeast	procasp3 activ	RPL19A TOR yeast	procasp7 counter	LAP4 TOR yeast	AHR activator	JMJD2C inh	CR mimetic SO
CC1(c2cc([N+](=O)[O-])cc([N+](=O)[O-])c2)CC(C)(C)N(C(=O)c2ccccc2)c2ccccc21 (stereo not given)	100	-1	105	9	93	-3	4	101
CC(=O)n1c2ccccc2c2c1c1ccccc1n2C	100	-1	96	-10	108	109*	-4	92
Cc1ccc2nsnc2c1NC(=O)c1ccc([N+](=O)[O-])cc1	102	3	104	16	94	6	4	124
Cc1cc(=O)nc2c3ccccc3n(CC(=O)NCCCN3CCCCC3C)n12 (stereo not given)	97	6	96	-3	98	16	0	85
CCOC(=O)N1CCN(c2ccncc2S(=O)(=O)N2CCCCC2)CC1	98	-1	102	8	105	-2	-16	98
Cc1ccc2c(c1)N(C(=O)CCC(=O)N1CCOCC1)CC(C)O2 (stereo not given)	88	-10	93	8	93	0	1	81
O=C(CNS(=O)(=O)c1ccccc1)NCC(=O)OCc1ccc(C(=O)c2ccccc2)cc1	101	6	100	5	100	1	11	98
Cn1ncc(S(=O)(=O)Cc2ccccc2)c(Cl)c1=O	94	3	100	5	161*	-1	-10	97
CS(=O)(=O)c1ccccc1C(=O)Nc1ccc(S(=O)(=O)N2CCCC2)cc1	98	-3	96	-1	91	-3	4	107
O=C1N[C@H](Cc2c[nH]c3ccccc23)COC(=O)[C@H](Cc2ccc(F)cc2)C/C=C\C[C@H]1CC(=O)N(CCO)Cc1ccccc1	92	9	96	3	96	6	-8	91
O=C(CC1(O)C(=O)Nc2ccccc21)c1ccccc1O (stereo not given)	89	3	88	8	89	11	4	104
CC(C)=CCC12Oc3cc(O)ccc3C1(O)Oc1cc(O)c([C@H]3C=C(C)CC(c4ccc(O)cc4O)[C@H]3C(=O)c3ccc(O)cc3O)c(O)c1C2=O (stereo not given in full)	98	19	98	-3	100	1	3	83

(listing goes on)
structure	MEP2-GFP yeast	procasp3 activ	RPL19A TOR yeast	procasp7 counter	LAP4 TOR yeast	AHR activator	JMJD2C inh	CR mimetic SO
Cc1cccc(CS(=O)(=O)Cc2ccc(C(=O)NC3CCCC3)o2)c1	104	-3	100	-2	93	0	10	86
COc1ccc(NC(=O)N2CCCC2)cc1OC	100	-2	97	2	104	-1	3	102
COc1ccccc1/C=C1\SC(=O)N(CC(=O)NCCCn2ccnc2)C1=O	102	2	99	-1	93	4	8	87
CCOC(=O)c1cc(C#N)c(SCc2ccc(C#N)cc2)nc1C	102	12	100	-6	110	17	5	98
CCCc1cc(NCC2CCCO2)n2c(nc3ccccc32)c1C#N (stereo not given)	537*[may fluoresce violet]	-6	30*[may fluoresce violet]	3	125[may fluoresce violet]	21	2	92
Cc1cccc2sc(N(CCCN(C)C)C(=O)CCS(=O)(=O)c3ccccc3)nc12	93	-8	101	-11	98	1	-5	79
O=C(Nc1cc(=O)[nH]c2ncnn12)c1ccccc1F	110	11	116	11	105	0	-4	99
Cc1c(C(=O)N2CCCCC2)sc(NC(=O)C(C)C)c1C#N	101	9	100	1	102	0	-7	89
CC1CCCN(S(=O)(=O)c2ccc(N(C(=O)c3cnccn3)C(C(=O)NC3CCCCC3)c3cccs3)cc2)C1 (stereo not given)	96	4	96	6	93	3	1	96
CC(C)(C)NC(=O)CSc1nc2ccc(NC(=O)CSc3nnc(N)s3)cc2s1	115	-9	97	1	96	-2	0	96
C=CCNC(=O)COC(=O)c1c2c(nc3ccccc13)CCC2	100	3	102	-7	97	9	16	111
CCC(=O)c1ccc(N2CCN(C(=O)Cc3ccccc3)CC2)c(F)c1	97	0	99	3	106	7	-3	98
CCS(=O)(=O)C1=NN2C(=N)/C(=C\c3ccc(OC(=O)c4ccco4)c(Br)c3)C(=O)N=C2S1	102	4	106	4	97	0	-1	93

Assay outcomes: PubChem, several laboratories
